# Compound activity (PubChem BioAssay)
# Lipid storage S3 – qHTS Assay for Lipid Storage Modulators in Drosophila S3 Cells | Drosophila S3 cells, BODIPY lipid droplet fluorescence, 18-24 h; cells fed with added oleic acid | AID 2685 | 320,000 tested, 0.64% active | lipid storage change, negative = inhibition, % at the top dose, mostly 46.1 µM; hits show Potency in µM; active = well fitted inhibition curve with a large enough effect in the signal ratio, with a control signal flat, not every such curve was filed as active; inconclusive = small, poorly fitted or top-dose-only effect, or effect the other way, or a change in a side signal; the % refers to the signal ratio
#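 Drosophila S3 cells loaded with oleic acid (400 uM, as added) and compounds at several concentrations; lipid droplets imaged by 488-nm laser-scanning cytometry, 500–530 nm intensity and object ratio to cell channel. Percent activity normalized to 20 uM Triacsin C.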
# Lipid storage S3 cell count max – further read-out of Lipid storage S3, marked with its call; cell number change, %; measured here: cell count max response;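 cells counted by Cell Tracker Red CMTPX staining in the red channel; peak over a dose series mostly up to 46.1 µM; percent activity relative to internal control wells on each plate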
# Active calls of the source: *; i = inactive; ? = inconclusive; . = no result given. % is set by controls: 0 for no effect and ±100 for the full control effect; potency is the fitted concentration of half-maximal effect.
nr	canonical_smiles	Lipid storage S3	Lipid storage S3 cell count max
1	CCNC(=S)NNC(=O)c1cc(C2CC2)nc2ccccc12	-29%	-6
2	Cc1ccccc1CNS(=O)(=O)c1ccccc1[N+](=O)[O-]	15%	10
3	Nc1ccc(-c2n[nH]c(=O)c3ccccc23)cc1N	?	.
4	CCC(CC)NC(=O)c1cc([N+](=O)[O-])ccc1N1CCOCC1	2%	5
5	COc1ccc(CCNC(=O)c2ccc3c(c2)NC(=O)C(N2CCOCC2)S3)cc1OC (centres undefined)	?	.
6	COc1cccc(C2=NOC(C(=O)Nc3ccc(C(C)=O)cc3)C2)c1 (centres undefined)	?	.
7	CCc1cccc(C)c1NC(=S)NCc1ccc2c(c1)cc(C)n2C	1%	-5
8	COc1cc([N+](=O)[O-])ccc1-c1ccc(/C=N/NC(=O)c2ccccc2O)o1	-4%	-7
9	CCCc1cc2c(-c3ccccc3)cc(=O)oc2cc1OCc1ccc(C(=O)O)o1	?	.
10	CCOc1ccc(OCCC(=O)NNC(=O)c2cc(C)oc2C)cc1	?	.
11	O=C1c2ccccc2C(=O)N1CCCCN(C(=O)c1ccco1)c1ccc(Cl)cc1	2%	-23
12	COC(=O)CCC(=O)OC1(C)C(=O)C2=CN(C(CO)CO)C(c3ccc(OC)cc3)=CC2=C(Br)C1=O (centres undefined)	?	.
13	COc1ccc(C)cc1NC(=O)c1cccc(C(=O)Nc2cc(C)ccc2OC)n1	?	.
14	O=C(O)c1nccnc1C(=O)Nc1ccccc1-c1ccccc1	32%	.
15	COc1ccc(OC)c(NC(=O)CSCC(=O)O)c1	i	-24
16	COc1ccccc1C(CC(=O)O)NS(=O)(=O)c1ccc2c(c1)N(C(C)=O)CC(C)O2 (centres undefined)	i	-5
17	O=C1CC(N2CCN(c3ccccc3)CC2)C(=O)N1c1cccc(Br)c1 (centres undefined)	?	.
18	CCOC(=O)CNC(=O)c1ccc2[nH]c3ccccc3c2c1	4%	3
19	Oc1ccc(C=Nc2cccc3ccccc23)c(O)c1	?	.
20	CCOC(=O)c1cn[nH]c1N	?	.

# Complete entries, quoted from the list. Screens in order: Lipid storage S3, Lipid storage S3 cell count max
# O=C1c2ccccc2C(=O)N1CCCCN(C(=O)c1ccco1)c1ccc(Cl)cc1 as listed: 2%, -23
# O=C1CC(N2CCN(c3ccccc3)CC2)C(=O)N1c1cccc(Br)c1 (centres undefined) as listed: ?, .
# CCOC(=O)CNC(=O)c1ccc2[nH]c3ccccc3c2c1 as listed: 4%, 3

# (continued)
nr	canonical_smiles	Lipid storage S3	Lipid storage S3 cell count max
21	CC(=O)NC1C(=O)N=C(SCC(=O)NC2CCCCC2)NC1=O (centres undefined)	?	.
22	Cc1c(Cl)cccc1NC(=O)CCNC(=O)N1CC(=O)Nc2ccccc21	?	.
23	CCOc1ccc2nc(NC(=O)c3cnc(C)cn3)sc2c1	?	.
24	Cc1ccccc1C(=O)OC1CCN(C)CC1	?	.
25	CCN1CCc2c(C#N)c(N3CCCCC3)nc(N3CCOCC3)c2C1	15%	.
26	C=CCc1cccc(OC)c1OCCOCCn1ccnc1	?	.
27	CCN(CC)c1ccc(/C=c2/sc3nnc(-c4ccccc4C)n3c2=O)cc1	-6%	4
28	CCn1c(CCc2ccccc2)nc2ccccc21	11%	-11
29	Cc1cccc(N2C(=O)SC(N(C)c3ccccc3)C2=O)c1 (centres undefined)	?	.
30	CCC(Sc1nc2cc(OC)c(OC)cc2c(=O)n1Cc1ccco1)C(=O)NCCOC (centres undefined)	?	.
31	CCOC(=O)C1CCCN(Cc2ccc(OC)cc2OC)C1 (centres undefined)	?	.
32	CCCCn1nc(C(=O)Nc2ccc(S(=O)(=O)Nc3ncccn3)cc2)c2ccccc2c1=O	?	.
33	Cc1c(/C=C/C(=O)c2ccccc2O)cnn1C	-11%	-25
34	O=C(O)CCCCCNC(=O)/C(=C\c1ccco1)NC(=O)c1ccco1	20%	4
35	O=C(NCc1ccccc1Cl)NC(=O)c1ccccc1	0%	3
36	CC(=O)N[C@@H](C)c1nc2ccccc2n1CCNC(=O)[C@H]1CCCN1c1nc(CN2CCCCC2)cs1	?	.
37	Cc1cccc(CSc2ncccc2C(=O)O)c1	?	.
38	COc1ccc(S(=O)(=O)NCC(=O)O)cc1C(=O)NC1CCCCC1	?	.
39	COc1ccc2nc3c(cc2c1)c(NC(=O)CC(C)C)nn3CC(C)C	-3%	11
40	CCOC(=O)Cn1nc(-c2ccc(F)cc2)cc(Cc2ccccc2)c1=O	8%	-6

# Grouped by structure: those above containing bromine (2)
nr	canonical_smiles	Lipid storage S3	Lipid storage S3 cell count max
12	COC(=O)CCC(=O)OC1(C)C(=O)C2=CN(C(CO)CO)C(c3ccc(OC)cc3)=CC2=C(Br)C1=O (centres undefined)	?	.
17	O=C1CC(N2CCN(c3ccccc3)CC2)C(=O)N1c1cccc(Br)c1 (centres undefined)	?	.

# (more compounds)
[41] C=CCSc1nc2c(c(=O)[nH]c(=O)n2C)n1C(C)C
[42] CCOc1ccc2nc(COC(=O)c3cccc([N+](=O)[O-])c3)c(C(C)=O)[n+]([O-])c2c1
[43] COc1ccccc1C1N(c2cc(Cl)ccc2OC)C(=O)C2CCCN21 (centres undefined)
[44] O=c1[nH]c(SCc2ccccc2)nc2[nH]ncc12
[45] COn1c(=S)[nH]c2ccccc2c1=O
Assay by compound | 41 | 42 | 43 | 44 | 45
Lipid storage S3 | i | 4% | ? | 8% | 7%
Lipid storage S3 cell count max | . | 8 | . | . | 1

[46] COC(=O)c1cc(OC)nc(OC)c1
[47] O=C(C[n+]1ccc(-c2nnc3n2CCC3)cc1)c1ccc(Cl)cc1
[48] Cn1cnnc1SCCNS(=O)(=O)c1ccccc1
[49] Cc1ccc(C(=O)OCC(=O)c2c[nH]c3ccccc23)cc1S(=O)(=O)N1CCOCC1
[50] O=C(CSc1ccc2nnc(-c3ccccn3)n2n1)Nc1ccc(F)cc1
Assay by compound | 46 | 47 | 48 | 49 | 50
Lipid storage S3 | -3% | -3% | i | ? | 11%
Lipid storage S3 cell count max | 6 | 9 | 3 | . | 17

[51] O=S(=O)(NC1CCSc2ccccc21)c1ccc(Cl)nc1 (centres undefined)
[52] COc1ccc(S(=O)(=O)Nc2ccccc2)cc1OC
[53] O=C(O)c1cc([N+](=O)[O-])cc2c1C=Cc1ccccc1O2
[54] CC(=O)N1CCN(c2ccccc2NC(=O)COc2cc(C)cc(C)c2)CC1
[55] CN1CCN(/C=C2\SC(=S)NC2=O)CC1
Assay by compound | 51 | 52 | 53 | 54 | 55
Lipid storage S3 | i | -2% | ? | -100% | ?
Lipid storage S3 cell count max | 25 | 0 | . | 13 | .

[56] COc1ccc(NS(=O)(=O)c2cn(C)c(=O)n(C)c2=O)c(OC)c1
[57] CCCC(c1nnnn1C(C)(C)C)N1CCN(C(=O)c2ccco2)CC1 (centres undefined)
[58] Cc1cccc(NC(=O)Nc2cccc(C#N)c2)n1
[59] O=C(CCCN1C(=O)/C(=C/c2cccs2)SC1=S)NNC(=O)c1ccc(F)cc1
[60] Cc1ccc(CNC(=O)c2ccc(CNc3c(N4CCCC4)c(=O)c3=O)cc2)cc1
Assay by compound | 56 | 57 | 58 | 59 | 60
Lipid storage S3 | 15% | -9% | ? | ? | 12%
Lipid storage S3 cell count max | . | 9 | . | . | 30

[61] Cc1ccccc1CS(=O)(=O)CCC(=O)NCCCN1CCOCC1
[62] Cc1ccc2ncnc(Nc3cccc([N+](=O)[O-])c3)c2c1
[63] CSc1nsc(N/N=C/c2ccccc2)c1C#N
[64] CCc1ccc(C(=O)Cn2cnc3cc([N+](=O)[O-])ccc3c2=O)cc1
[65] CC(NC(=O)COC(=O)c1ccc(Br)o1)c1ccccc1 (centres undefined)
Assay by compound | 61 | 62 | 63 | 64 | 65
Lipid storage S3 | 1% | 8.2µM* | 2% | ? | ?
Lipid storage S3 cell count max | 0 | 13* | 11 | . | .

# Structural class: the entries above with a COOH group.
[9] CCCc1cc2c(-c3ccccc3)cc(=O)oc2cc1OCc1ccc(C(=O)O)o1
[14] O=C(O)c1nccnc1C(=O)Nc1ccccc1-c1ccccc1
[15] COc1ccc(OC)c(NC(=O)CSCC(=O)O)c1
[16] COc1ccccc1C(CC(=O)O)NS(=O)(=O)c1ccc2c(c1)N(C(C)=O)CC(C)O2 (centres undefined)
[34] O=C(O)CCCCCNC(=O)/C(=C\c1ccco1)NC(=O)c1ccco1
[37] Cc1cccc(CSc2ncccc2C(=O)O)c1
[38] COc1ccc(S(=O)(=O)NCC(=O)O)cc1C(=O)NC1CCCCC1
Assay by compound | 9 | 14 | 15 | 16 | 34 | 37 | 38
Lipid storage S3 | ? | 32% | i | i | 20% | ? | ?
Lipid storage S3 cell count max | . | . | -24 | -5 | 4 | . | .

[53] O=C(O)c1cc([N+](=O)[O-])cc2c1C=Cc1ccccc1O2
Assay by compound | 53
Lipid storage S3 | ?
Lipid storage S3 cell count max | .

# Additional records follow.
[66] Cc1ccc(-c2cc(N)on2)cc1
[67] OCCC1CN(Cc2ccon2)CCN1CCc1ccccc1 (centres undefined)
[68] O=C(Nc1cc(Cl)ccc1Cl)c1noc2c1CCCC2
[69] COc1cccc2c1[C@@H]1CN(CCCCn3c(=O)[nH]c4c(sc5ncc(-c6ccccc6)nc54)c3=O)C[C@@H]1CO2
[70] CC1(C)Cc2nc(-c3ccccc3)nc(SCC(=O)N3CCOCC3)c2CO1
Assay by compound | 66 | 67 | 68 | 69 | 70
Lipid storage S3 | 7% | 8% | 7% | ? | ?
Lipid storage S3 cell count max | -1 | 10 | 7 | . | .

[71] COc1ccc(NC(=O)CS(=O)(=O)c2cn(CC(=O)N(C(C)C)C(C)C)c3ccccc23)c(OC)c1
[72] CCOC(=O)C1(Cc2ccccc2C(F)(F)F)CCN(Cc2ccon2)CC1
[73] COc1ccc(Nc2c(-c3ccc(OC)cc3)nc3cnccn23)cc1
[74] Fc1cccc2sc(N3CCCC3)nc12
Assay by compound | 71 | 72 | 73 | 74
Lipid storage S3 | -26% | ? | ? | ?
Lipid storage S3 cell count max | 20 | . | . | .

# The list is partial (hit frequency here may not be typical).
